GPR151 activ – activates the human receptor GPR151. Q8TDV0. PathHunter beta-arrestin GPR151 cells, luminescence. activation, % at 11.2 µM. hit rate 1% among 650,000; in the data active means activation above about 4.9%;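 further: 0% = median of compound wells and 100% = cells with positive control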
Target sequence (Q8TDV0 whole entry, looked up): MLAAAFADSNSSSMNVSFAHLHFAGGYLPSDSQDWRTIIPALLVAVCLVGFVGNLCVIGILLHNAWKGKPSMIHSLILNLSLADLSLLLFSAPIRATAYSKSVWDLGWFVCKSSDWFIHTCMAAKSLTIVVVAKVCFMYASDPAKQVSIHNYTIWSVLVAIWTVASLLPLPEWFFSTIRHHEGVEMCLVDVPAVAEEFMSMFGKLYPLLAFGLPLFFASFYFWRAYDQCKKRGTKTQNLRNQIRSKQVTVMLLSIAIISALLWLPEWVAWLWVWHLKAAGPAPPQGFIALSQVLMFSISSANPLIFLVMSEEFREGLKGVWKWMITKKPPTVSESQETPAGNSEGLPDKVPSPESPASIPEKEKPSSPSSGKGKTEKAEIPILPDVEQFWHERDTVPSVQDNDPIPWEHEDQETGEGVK
TEAD-YAP block – TEAD-YAP interaction inhibition. HEK-TIYL cells, TEAD-Gal4/YAP UAS-luciferase luminescence. inhibition, % at 9.12 µM. hit rate 1.4% among 640,000. AID 1259422; in the data active means inhibition above about 32%;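 further: 0% = median of test compound wells and 100% = reference inhibitor wells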
FBW7 act – activators of human E3 ligase FBW7; Q969H0; AlphaScreen FBW7–phospho-cyclin E peptide binding, activator screen; normalized activity (activation), % at 26.1 µM; hit rate 0.13% among 650,000; AID 1259310; in the data active means normalized activity above about 1.9%;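 further: purified mutant Fbw7 with reduced substrate affinity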
Target sequence (Q969H0 whole entry, looked up): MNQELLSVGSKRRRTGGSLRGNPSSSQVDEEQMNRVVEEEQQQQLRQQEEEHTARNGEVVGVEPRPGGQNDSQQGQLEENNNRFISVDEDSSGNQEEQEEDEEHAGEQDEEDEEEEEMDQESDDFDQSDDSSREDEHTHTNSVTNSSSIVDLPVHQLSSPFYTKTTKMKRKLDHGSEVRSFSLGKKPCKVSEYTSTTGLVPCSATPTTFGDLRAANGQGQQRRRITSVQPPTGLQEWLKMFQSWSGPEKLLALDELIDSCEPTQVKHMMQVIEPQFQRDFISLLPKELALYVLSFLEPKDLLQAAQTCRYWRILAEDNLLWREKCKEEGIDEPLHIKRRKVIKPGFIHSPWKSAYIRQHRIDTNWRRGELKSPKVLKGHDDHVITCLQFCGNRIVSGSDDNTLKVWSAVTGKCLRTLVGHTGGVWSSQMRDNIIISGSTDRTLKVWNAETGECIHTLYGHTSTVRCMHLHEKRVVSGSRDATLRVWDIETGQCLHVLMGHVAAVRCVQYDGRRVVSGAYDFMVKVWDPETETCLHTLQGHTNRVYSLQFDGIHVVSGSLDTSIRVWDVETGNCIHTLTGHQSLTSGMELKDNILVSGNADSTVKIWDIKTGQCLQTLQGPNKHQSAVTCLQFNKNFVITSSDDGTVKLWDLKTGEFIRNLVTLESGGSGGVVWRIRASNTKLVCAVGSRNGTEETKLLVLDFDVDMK
MITF primary – inhibitors of human MITF | O75030 | AlphaScreen MITF homodimerization, bead proximity signal | inhibition, % at 2.6 µM | hit rate 0.91% among 650,000 | AID 1259374; in the data active means inhibition above about 50%;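 further: 0% = vehicle wells with protein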
The depositor's hits bear a star.

SMILES	GPR151 activ	TEAD-YAP block	FBW7 act	MITF primary
COc1cc(Nc2nc3ccccc3n3cnnc23)cc(OC)c1	-0.2	14	0.1	0
Cc1ccc(Cl)cc1-n1ncc2c(NCC(C)O)ncnc21 (centres undefined)	0.6	-33	0.1	7
COc1cccc(C(=O)Nn2c(C3CCCCC3)nc3ccccc3c2=O)c1OC	0.4	14	0.5	10
O=[N+]([O-])c1ccc(C2SCCN2S(=O)(=O)c2ccc(-c3ccccc3)cc2)cc1 (centres undefined)	-0.5	-5	-0.1	-7
N#Cc1ccc(COC(=O)c2cc(=O)c3ccccc3o2)cc1	-1.2	-5	-0.1	10
C=CCC(CC=C)(NC(=O)c1ccccc1C(=O)O)c1ccccc1	-0.8	-3	-0.2	-5
CSc1nc(O)c(C2CCCCC2)c(=O)[nH]1	0.7	-2	-0.1	-5
CC(C)C(=O)NNC(=O)CSc1nnc2c3c(-c4ccc(F)cc4)csc3ncn12	0.4	2	-0.2	0
Nc1cc(C(=O)OCC(=O)Nc2ccc3ccccc3c2)ccc1Cl	-0.3	-4	-0.1	0
CCOc1ccc(S(=O)(=O)NCC2CCCN2CC)c2cccnc12 (centres undefined)	1.7	-3	0.0	-5
O=C(O)CC(NC(=O)C(c1ccccc1)c1ccccc1)c1ccco1 (centres undefined)	0.4	-1	0.1	9
Cc1ccc(/C(O)=C2\C(=O)C(=O)N(Cc3cccnc3)C2c2ccc(F)cc2)cc1 (centres undefined)	1.3	5	0.1	12
O=C(NCCn1ncc2c(=O)n(Cc3cccc(F)c3)cnc21)c1ccc2ccccc2c1	-0.7	8	0.7	14
COC(=O)c1c(S(=O)(=O)NC2CC2)sc2c1CCN(Cc1ccccc1)C2	0.4	4	0.0	12
Cc1ccc2oc(C3(C)Cc4ccccc4C(=O)O3)cc(=O)c2c1 (centres undefined)	1.8	-7	0.1	19
CCc1ccc(N(C)S(=O)(=O)c2ccc3[nH]cc(C(=O)N4CCCCCC4)c(=O)c3c2)cc1	-0.7	-3	-0.2	-10
Cn1cnnc1SCC(=O)Nc1cccc([N+](=O)[O-])c1	0.2	11	0.0	-4
COc1ccc(NC(=O)c2cc3c(CO)cnc(C)c3oc2=Nc2ccc(OC)c(OC)c2)cc1	1.4	-14	-0.1	-4
CCOC(=O)c1c(NC(=O)c2ccc(Cl)c([N+](=O)[O-])c2)sc2c1CCC(C)C2 (centres undefined)	-0.9	1	0.0	-12
CC(C)NC(=O)c1ccc2c(c1)S(=O)(=O)c1ccccc1C2=O	0.9	-17	0.6	13
CCCCCn1c(=O)c(-c2nc3ccccc3c(=O)[nH]2)c(O)c2ccccc21	-0.1	2	0.8	12
CCCC(=O)NC(Nc1ccc(OC)cc1)C(Cl)(Cl)Cl (centres undefined)	1.1	3	0.0	-3
O=C(NC1CC1)c1ccc2c(c1)N(Cc1ccccc1)C(=O)c1ccccc1S2(=O)=O	-2.0	-7	0.1	17
CC1(C)C=C(C(N)=O)C(C)(C)N1OC(=O)c1ccccc1	-1.0	2	0.0	-9
CCOC(=O)N1CCN(CC(O)COc2ccc(C)cc2C)CC1 (centres undefined)	0.8	14	0.2	0
Remaining list, next part:
SMILES	GPR151 activ	TEAD-YAP block	FBW7 act	MITF primary
CCCNC(=O)c1ccnc(N2CCOCC2)c1	-1.2	2	0.5	8
Oc1c(C(c2cccs2)N2CCC3(CC2)OCCO3)sc2ncnn12 (centres undefined)	0.0	-5	-0.1	-4
COC(=O)C1=C(C)N(CC(C)C)C(=O)/C1=C\c1ccc(C(=O)OC)cc1	1.2	3	-0.1	-1
CN(Cc1cnc2ccccn12)C(=O)c1cc(CCc2ccccc2)no1	1.6	16	0.0	22
COc1ccc(CCN(C)CCC(=O)NCCc2ccccc2)cc1OC	-0.5	-5	0.0	12
CC(Oc1ccc(Cl)cc1Cl)C(=O)Nc1ccc2c(c1)C(=O)N(C)C2=O (centres undefined)	2.7	-1	0.1	4
Cc1cccn2c(=O)c(C=NCCO)c(Nc3ccc(Cl)cc3)nc12	0.9	2	0.0	1
CCOC(=O)c1c(NC(=O)CCNS(=O)(=O)c2ccc(Cl)cc2)sc2c1CCCC2	-0.5	-12	0.2	-21
CCCCOC(=O)c1ccc(NC(=O)c2cc(Cl)c(Cl)cc2C(=O)O)cc1	-1.5	-13	0.2	10
Cc1ccc(CNC(=O)C2(S(=O)(=O)c3ccc(Cl)cc3)CC2)cc1	-0.2	-7	-0.1	4
O=C(O)CCC(=O)N1N=C(c2c(-c3ccccc3)c3cc(Cl)ccc3[nH]c2=O)CC1c1ccccn1 (centres undefined)	1.5	-1	0.0	2
CCOC(=O)C1=C(C)NC(C)=C(C(=O)O)C1c1cccc([N+](=O)[O-])c1 (centres undefined)	2.9	-7	-0.1	-6
CCN1CCN(c2ncnc3sc(C(=O)Nc4ccc(F)cc4Cl)c(C)c23)CC1	-1.2	-16	-0.1	1
CC(=O)OC(COc1ccccc1)Cn1cnc2ccccc21 (centres undefined)	-0.7	-2	-0.1	-11
Cc1ccc(-c2c(C(=O)N3CCN(c4cc(C)ccc4C)CC3)oc(=O)c3ccccc23)cc1	-1.2	4	0.5	6
COc1ccccc1NC(=O)CCC(=O)N1N=C(c2ccc(Br)cc2)CC1c1ccc(Br)cc1 (centres undefined)	2.0	1	0.0	3
CCOc1cccc2cc(-c3nnc(-c4ccccc4)o3)c(=O)oc12	1.8	10	-0.1	3
COc1ccc(N2CCN(C(=O)c3cc(N4C(=O)C5C6CCC(C6)C5C4=O)ccc3Cl)CC2)cc1 (centres undefined)	-1.0	-1	0.3	3
Nc1nonc1C(=O)OCC(=O)NC(c1ccccc1)c1ccccc1	0.5	15	0.0	12
Cc1ccc(N/C(=N\c2nc(C)cc(C)n2)NC(=O)Nc2ccc(Cl)c(Cl)c2)cc1	0.1	14	-0.1	3
COc1cc(CNc2ccc3[nH]ncc3c2)c([N+](=O)[O-])cc1OC	-1.1	-16	-0.4	3
COC(=O)C1=C(C)N(Cc2ccco2)C(=O)/C1=C\c1ccc(OC)c([N+](=O)[O-])c1	-0.1	1	-0.1	-8
CCOC(=O)COc1ccc(S(=O)(=O)Nc2ccc(Cl)c(C(F)(F)F)c2)cc1	1.3	3	-0.3	-26
C=CCc1cccc2cc(C(=O)OCC)c(=O)oc12	3.1	8	0.4	6
O=C(O)c1sc2cnccc2c1-n1cccc1	-0.9	9	0.8	11
Going on with the list.
SMILES	GPR151 activ	TEAD-YAP block	FBW7 act	MITF primary
O=C(NCCc1ccccn1)c1ccc2c(c1)CC(c1nc3ccc(-c4cn[nH]c4)cc3c(=O)[nH]1)CO2 (centres undefined)	1.9	7	0.2	15
O=C(Nc1ccccc1F)C1CCN(C(=O)NCc2ccccc2)CC1	0.0	8	0.0	9
Cc1cc(C)nc(N2CCC(C(=O)Nc3ccc(C(F)(F)F)cc3)CC2)n1	1.1	21	-0.1	6
COc1cccc(CNC(=O)C(=O)Nc2ccc(NC(C)=O)cc2)c1	0.7	-9	0.1	-6
CCOc1cc(OCC)cc(C(=O)Nc2ccc3oc(-c4cccc(F)c4)nc3c2)c1	0.2	-2	0.2	6
COc1ccc(NC(=O)c2cccc3c2C(=O)N(Cc2cccnc2)C3)cc1Cl	-0.7	-1	0.1	2
COc1c(OC(C)=O)ccc(/C=N/NC(=O)C2COc3ccccc3O2)c1[N+](=O)[O-] (centres undefined)	-0.3	9	-0.1	5
COc1cccc(-n2c(SCC(=O)NCCc3ccc(OC)c(OC)c3)nc3n[nH]c(C)c3c2=N)c1	0.6	19	0.0	8
O=C(NCC1Cc2cc(-c3cnccn3)cc(Cl)c2O1)c1ccccc1-n1cccn1 (centres undefined)	-0.1	6	-0.1	-21
CCN(CC)C(=O)C1CCCN(c2ncc(C)c(Nc3ccc(N4CCOCC4)cc3)n2)C1 (centres undefined)	0.1	3	-0.1	48
CCc1cccc(C)c1NC(=O)c1ccc([N+](=O)[O-])cc1Cl	1.0	0	0.1	7
COCCC(=O)NC(C)c1nnc2n1CCN(Cc1ccccc1F)CC2 (centres undefined)	0.1	-4	0.0	5
Cn1ccnc1SCC(=O)c1ccc2ccccc2c1	-2.1	-34	-0.1	4
Cc1ccc(C(=O)Nc2nc3ccc(Br)cc3s2)o1	-0.1	-46	-0.2	5
COc1ccc(CN2CCN(Cc3cccc(C)n3)CC2CCO)c(C)c1C (centres undefined)	0.1	-3	0.0	10
OC(COCc1ccc2c(c1)OCO2)CN1CCN(Cc2ccccc2)CC1 (centres undefined)	6.9*	2	-0.1	1
COc1cccc(CN2CCOc3ccc(CN4CCC(O)CC4)cc3C2)c1	3.1	2	0.1	6
COc1ccc(Nc2nccn3c(-c4ccc(N(C)C)cc4)cnc23)cc1	-0.4	-30	-0.6	-7
CCCC(=O)Nc1ccc(I)cc1CC	-0.9	7	0.1	14
CNC(=O)CSc1nnc(-c2ccc([N+](=O)[O-])cc2)n1C	-0.2	-10	0.0	-10
CC1=C(C(N)=O)C(c2cccc(C)c2)n2nc(-c3cccc(Cl)c3)nc2N1 (centres undefined)	0.5	-2	-0.1	19
Cc1cc(=O)[nH]c2ccc(S(=O)(=O)N3CCCCC3)cc12	0.9	-5	-0.2	6
CCCCC(=O)Nc1cccc2c1C(=O)N(C)C2=O	-0.3	-2	0.2	9
CCOC(=O)c1c(NC(=O)c2sc3cccc(Cl)c3c2Cl)sc2c1CCCC2	0.2	15	0.1	8
COc1ccc(Br)cc1/C=C1\N=C(c2cccc(Cl)c2)OC1=O	-0.2	-1	-0.1	6

13 of the compounds above, comma-delimited:
canonical_smiles,GPR151 activ,TEAD-YAP block,FBW7 act,MITF primary
CCOc1cc(OCC)cc(C(=O)Nc2ccc3oc(-c4cccc(F)c4)nc3c2)c1,0.2,-2,0.2,6
COc1ccc(NC(=O)c2cccc3c2C(=O)N(Cc2cccnc2)C3)cc1Cl,-0.7,-1,0.1,2
COc1c(OC(C)=O)ccc(/C=N/NC(=O)C2COc3ccccc3O2)c1[N+](=O)[O-] (centres undefined),-0.3,9,-0.1,5
COc1cccc(-n2c(SCC(=O)NCCc3ccc(OC)c(OC)c3)nc3n[nH]c(C)c3c2=N)c1,0.6,19,0.0,8
O=C(NCC1Cc2cc(-c3cnccn3)cc(Cl)c2O1)c1ccccc1-n1cccn1 (centres undefined),-0.1,6,-0.1,-21
CCN(CC)C(=O)C1CCCN(c2ncc(C)c(Nc3ccc(N4CCOCC4)cc3)n2)C1 (centres undefined),0.1,3,-0.1,48
CCc1cccc(C)c1NC(=O)c1ccc([N+](=O)[O-])cc1Cl,1.0,0,0.1,7
COCCC(=O)NC(C)c1nnc2n1CCN(Cc1ccccc1F)CC2 (centres undefined),0.1,-4,0.0,5
Cn1ccnc1SCC(=O)c1ccc2ccccc2c1,-2.1,-34,-0.1,4
Cc1ccc(C(=O)Nc2nc3ccc(Br)cc3s2)o1,-0.1,-46,-0.2,5
COc1ccc(CN2CCN(Cc3cccc(C)n3)CC2CCO)c(C)c1C (centres undefined),0.1,-3,0.0,10
OC(COCc1ccc2c(c1)OCO2)CN1CCN(Cc2ccccc2)CC1 (centres undefined),6.9*,2,-0.1,1
COc1cccc(CN2CCOc3ccc(CN4CCC(O)CC4)cc3C2)c1,3.1,2,0.1,6

(further entries)
SMILES	GPR151 activ	TEAD-YAP block	FBW7 act	MITF primary
CC1=C(C(=O)OCCOc2ccccc2)C(c2ccsc2)NC(=O)N1C (centres undefined)	0.4	-4	-0.1	1
CC(CN1CCOCC1)C(C)OC(=O)c1ccc(O)cc1O (centres undefined)	1.4	0	0.4	5
NC(=O)c1ccc(NC(=O)CCCC2CCCCC2)cc1	2.9	-21	-0.1	-4
CCCN1CCC(NC(=O)CC2C(=O)NCCN2Cc2ccc(OC)c(OC)c2)CC1 (centres undefined)	-1.2	-2	0.1	11
N#Cc1cc2cc3c(cc2nc1SCC(=O)N1CCc2ccccc21)OCCO3	-0.1	5	-0.1	17
CCOC(=O)C1=C(C)NC2=C(C(=O)CC(c3ccccc3)C2)C1c1ccc(OC)cc1OC (centres undefined)	-0.2	-6	0.1	3
Cc1cccc(CSc2nc(=O)n(Cc3ccccn3)c3c2CCC3)c1	-0.8	0	0.1	-6
CCC[C@@H]1NC(=O)[C@@H]2C[C@H](NC(=O)Nc3cccc(F)c3)CN2C1=O	0.1	-4	-0.2	-11
COc1cccc(-n2nc(C(=O)Nc3cnc4ccccc4c3)c3ccccc3c2=O)c1	0.0	4	0.1	23
Cc1cc(-c2cnc(N3CCCC3)nc2C2CCN(C(=O)c3cn[nH]c3C)CC2)on1	0.2	5	0.0	1
Cc1ccc(CNC(=O)Cn2c(CO)cnc2SCC(=O)N2CCc3ccccc32)cc1	-1.1	3	-0.1	-10
Cc1ccccc1-n1nnnc1SCCCN	3.2	3	-0.1	13
COc1cccc(/C=C2\SC(N3CCCCCC3)=NC2=O)c1OC	1.3	-24	-0.1	19
Oc1ccc(CCNc2ccnc(Nc3ccccc3)n2)cc1	2.1	-22	0.7	-5
COC(=O)c1cc(CNC(=O)c2ccoc2)cc(NC(=O)c2ccccc2Cl)c1	0.2	9	-0.1	8
Cc1cccc(NC(=O)c2sc3ncn(CC(=O)N4CCCC4)c(=O)c3c2C)n1	-0.6	-8	0.2	9
COC(=O)c1ccc(CN2CCC3(CCC(CNC(=O)c4ccccc4)O3)CC2)cc1 (centres undefined)	0.4	12	0.0	0
O=C(Nc1ccc(CN2CCOCC2)cc1)c1cccc(Br)c1	-1.9	-34	-0.2	-11
COCCNC(=O)c1ccc2c(Cl)c3c(nc2c1)CCCC3	-0.7	-23	0.1	14
COc1ccc(C2=CCC(=O)O2)cc1OC	-0.8	10	-0.1	7
CCOC(=O)c1sc2nc(SCC(=O)N3CCCc4ccccc43)n(Cc3cccc(Cl)c3)c(=O)c2c1C	-0.1	-1	0.7	14
O=C(Nc1ccc(-c2ccncc2)cc1Cl)C1COc2ccccc2O1 (centres undefined)	0.3	22	1.8	30

Assay outcomes (PubChem)
